Xi reactivation = activators of inactive X chromosome reactivation, primary screen, imaging, XiGFP fibroblasts, GFP high-content imaging, set 2; XiGFP mouse fibroblasts, % GFP-positive cells imaging, 3 d; cells co-treated with 5-aza-dC sensitizer; scaled so ellipticine positive control = 100%; activation, % at 7.58 µM; 360,000 tested, 0.055% active; AID 743238, 2013;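 active means mean normalized replicate activation at least 10% and every replicate at or above 10%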;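 further: 0% = median of on-plate neutral control wells and 100% = ellipticine 6 µM median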
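System: 68-5-11 XiGFP fibroblast line; Timing: 3 days compound exposure; Compound dosing: one concentration, pinned; Benchmarks: positive control ellipticine, 6 µM final; Buffer or medium: DMEM containing 5-aza-dC.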
E-sel inducer = E-selectin induction in HUVECs, primary screen, imaging, HUVEC, immunofluorescence imaging, single point. P16581. normalized: neutral wells 0, TNF-alpha wells 100. activation, % at 7.58 µM. 260,000 tested, 0.37% active. AID 686992, 2013;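 active means mean E-selectin-positive cell signal at least 10% of the positive control, reached in at least 60% of replicates, without over 20% cell loss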;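 further: in these data hits start at about 27%; measured in HUVEC primary endothelial cells; signal is the percent of cells scored E-selectin positive by PE staining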
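System: HUVEC, human umbilical vein endothelial cells; quantity: 3,000 cells/well; buffer or medium: EGM-2 medium, gelatin-coated wells; dosing: single-point compound dose; detection: immunofluorescence imaging; evaluation: % PE-positive cells; benchmarks: TNF-alpha, DMSO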
FN deposition inh = inhibitors of fibronectin matrix deposition, primary screen, AH1F cells, Alexa488-fibronectin fluorescence, plate reader; AH1F fibroblasts, overnight; inhibition, % at 12.6 µM; 350,000 tested, 0.086% active; AID 743247, 2014;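 active means mean inhibition across replicates of 30% or more, regardless of how many single replicates reach that level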;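 further: positive control wells lacked labelled fibronectin entirely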
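Test system: AH1F fibroblast monolayer depositing Alexa488-labelled fibronectin into matrix. Input: 10000 cells per well. Technique: fluorescence, ex 485 nm, em 525 nm. Buffer or medium: DMEM plus 2% serum, read in PBS. Timing: 1 h cell adhesion before compound, then overnight fibronectin incubation. Compound: single dose, pinned. Read-out basis: inhibition from reduced deposited-fibronectin fluorescence.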
esBAF inh = Bmi1 luciferase reporter increase in mESCs, primary screen, esBAF inhibitor project, mouse ES cells, Bmi1 luciferase knock-in, single point. 24 h; 100% = twice the neutral-well signal. reporter increase, % at 12.5 µM. 350,000 tested, 2% active; in the data active means activation above about 40%;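 further: 0% = median of the plate's neutral control wells and 100% = double that signal; a rise in the Bmi1 reporter signal indicates esBAF inhibition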
RAD52 inh = RAD52 DNA annealing inhibitors, primary screen, biochemical, FRET, single point, set 2 | 360,000 tested, 0.46% active | recombinant RAD52 DNA annealing, FRET fluorescence | inhibition, % at 18.7 µM;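 active means every replicate showing at least 50% inhibition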
S100A4 inh HTS = inhibitors of S100A4-myosin IIA peptide binding, primary screen, biochemical, fluorescence polarization, TAMRA-MyoIIA peptide; Protein S100-A4 (Homo sapiens), P26447; inhibition, % at 10.7 µM; 360,000 tested, 0.14% active;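 active means mean inhibition of at least 70% across replicates, with every replicate also reaching that level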
Target sequence (P26447 whole entry, looked up): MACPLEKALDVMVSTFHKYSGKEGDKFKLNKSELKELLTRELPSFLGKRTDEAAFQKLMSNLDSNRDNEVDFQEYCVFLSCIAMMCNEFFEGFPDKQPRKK
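Material: human S100A4 monomer with TAMRA-labelled myosin IIA peptide; buffer or medium: HEPES pH 7.2 with CaCl2, KCl, NaCl, DTT, Triton; compound dosing: one concentration per compound; schedule: 5 min incubation before reading; benchmarks: neutral control DMSO, positive control TFP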
RAD54 inh = inhibitors of human RAD54 branch migration, primary screen, biochemical, fluorescence, single point | DNA repair and recombination protein RAD54-like (Homo sapiens), Q92698 | RAD54 Holliday junction branch migration, FAM/BHQ fluorescence | inhibition, % at 10.4 µM | 360,000 tested, 0.14% active;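 active means mean normalized replicate activity at least 40 and at least half of replicates scoring 40 or more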;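 further: 0% = median of neutral control wells and 100% = median of positive control wells; inhibitors cause a drop in the FAM fluorescence signal; in these data hits start at about 50%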
Target sequence (Q92698 whole entry, looked up): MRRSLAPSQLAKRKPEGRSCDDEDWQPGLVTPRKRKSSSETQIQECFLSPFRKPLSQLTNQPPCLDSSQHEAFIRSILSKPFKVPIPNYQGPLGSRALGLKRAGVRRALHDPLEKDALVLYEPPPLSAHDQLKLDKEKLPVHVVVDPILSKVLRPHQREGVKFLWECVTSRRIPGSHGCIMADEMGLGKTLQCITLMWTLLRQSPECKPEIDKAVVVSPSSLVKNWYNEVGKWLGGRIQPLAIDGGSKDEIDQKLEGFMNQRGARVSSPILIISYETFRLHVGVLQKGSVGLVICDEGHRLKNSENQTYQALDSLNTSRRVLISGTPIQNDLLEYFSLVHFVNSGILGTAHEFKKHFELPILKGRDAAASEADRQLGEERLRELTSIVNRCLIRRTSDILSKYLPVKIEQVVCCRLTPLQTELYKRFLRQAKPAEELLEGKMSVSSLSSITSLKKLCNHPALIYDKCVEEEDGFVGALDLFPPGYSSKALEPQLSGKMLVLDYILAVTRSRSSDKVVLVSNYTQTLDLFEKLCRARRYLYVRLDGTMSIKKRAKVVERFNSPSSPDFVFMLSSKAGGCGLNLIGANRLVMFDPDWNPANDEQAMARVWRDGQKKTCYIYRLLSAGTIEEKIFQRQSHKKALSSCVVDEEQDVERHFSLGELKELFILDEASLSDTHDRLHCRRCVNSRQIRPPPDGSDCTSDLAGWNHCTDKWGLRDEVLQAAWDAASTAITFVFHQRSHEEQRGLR
EWS-Fli inh = EWS/Fli-driven NR0B1 reporter inhibitors, primary screen, A673 cells, NR0B1 luciferase, luminescence, MLPCN library; viability-normalised; 350,000 tested, 0.67% active; inhibition, % at 12.6 µM; AID 651661, 2012;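 active means mean inhibition of at least 50% after viability correction, with every replicate also passing that limit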;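 further: firefly luciferase signal divided by Alamar Blue viability fluorescence both relative to DMSO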
* marks the source's active call; other numbers are inactive results; i = inactive; nt = not tested or not shown.

Every second line gives: Xi reactivation	E-sel inducer	FN deposition inh	esBAF inh	RAD52 inh	S100A4 inh HTS	RAD54 inh	EWS-Fli inh
- C[C@H]1CN([C@@H](C)CO)S(=O)(=O)c2ccc(-c3cccnc3)cc2O[C@H]1CN(C)C(=O)CN(C)C
→ -1.0	1.0	-7	5	-19	11	2	-2
- O=C(C(=O)N1CCC(CNS(=O)(=O)c2ccccc2OC(F)(F)F)CC1)c1cccs1
→ 0.0	0.1	8	nt	-6	-1	nt	-1
- COc1cc(/C=C2\SC(=S)N(NS(=O)(=O)c3ccccc3)C2=O)ccc1O
→ -0.1	nt	0	nt	i	-6	-167	4
- CCC(=O)N1CCc2cc(S(=O)(=O)N3CCCCCC3)ccc21
→ 0.3	1.0	0	8	3	-3	-9	nt
- CCCn1nnnc1NCc1cc(Br)ccc1OC
→ 0.0	nt	4	-2	-13	-5	-5	15
- O=C(c1ccncc1)N1CC2(C1)[C@H](c1ccccc1)[C@H](CO)N2C(=O)CC1CC1
→ -0.1	1.7	nt	nt	-7	nt	nt	3
- CO[C@H](CN(C)C(=O)c1ccc2c(c1)OCO2)[C@@H](C)CN([C@H](C)CO)S(=O)(=O)c1ccc(C)cc1
→ 0.0	0.1	7	-1	2	7	-5	-1
- C[C@H](NC(=O)[C@@H]1CSC2c3ccccc3C(=O)N21)C(=O)NC1CCCCC1 (stereo partly specified)
→ 0.0	nt	-4	0	-19	1	6	2
- COC(=O)c1ccccc1N(C)S(=O)(=O)c1cc2c3c(c1)CCC(=O)N3CCC2
→ 0.4	-0.2	6	-4	-6	-3	10	4
- C[C@@H]1CCCCO[C@@H](CN(C)Cc2ccc3c(c2)OCO3)[C@@H](C)CN([C@@H](C)CO)C(=O)c2cc(NC(=O)Cc3ccccc3)ccc2O1
→ 0.2	0.0	nt	6	nt	nt	-9	4
- C[C@@H]1CN([C@H](C)CO)C(=O)c2cc(NC(=O)Nc3ccc4c(c3)OCO4)ccc2O[C@@H](C)CCCCO[C@@H]1CN(C)C(=O)NC1CCCCC1
→ 0.0	nt	21	0	14	4	1	-15
- C[C@H](NC(=O)C[C@H]1CC[C@H]2[C@@H](COc3ccc(NC(=O)C4CCOCC4)cc3C(=O)N2C)O1)c1ccccc1
→ 0.1	0.0	10	-1	10	34	2	-9
- Cc1c(C(=O)NCc2ccco2)sc(=O)n1Cc1ccc(S(C)(=O)=O)cc1
→ 0.0	nt	-1	3	-31	-15	-4	2
- COc1ccc(-c2cc(-c3ccc(C)cc3)nc(SCc3nnc(-c4ccccc4)o3)c2C#N)cc1OC
→ -0.1	-3.0	4	nt	nt	nt	-1	nt
- COC(=O)c1ccc(/C=N/N2CCN(Cc3ccccc3Cl)CC2)cc1
→ -0.1	3.6	5	7	-1	-13	nt	-2
- CC1(C)C=Cc2c(ccc3c2OC[C@H](c2ccc(O)cc2O)C3)O1
→ 0.0	1.2	3	-33	-4	-1	7	-71
- CCn1ccnc1CN1CCc2c([nH]c3ccccc23)C1C(C)(C)C (stereo unspecified)
→ 0.0	nt	8	-8	-8	5	nt	25
- CCc1ccc(OCC(O)Cn2c(N3CCCCC3)nc3c2c(=O)[nH]c(=O)n3C)cc1 (stereo unspecified)
→ 0.3	-0.1	5	-5	2	-2	-2	12
- N#Cc1ccc(COc2cccnc2[N+](=O)[O-])cc1
→ 0.3	nt	-4	4	-4	0	nt	-5
- Cc1ccc(-n2cccn2)c([C@@H]2C[C@H]3CN(C)C(=O)[C@]34CCCN24)c1
→ 0.0	-3.5	-2	nt	-19	0	nt	6
- CC(NC(=O)COc1ccc(Br)cc1)C1CCCO1 (stereo unspecified)
→ 0.0	-0.2	-2	-2	-1	-1	-9	1
- Cc1ccc(NC(=O)CCCNC(=O)c2ccc(Cl)cc2)cc1S(=O)(=O)N1CCCCC1
→ -0.1	0.2	nt	-3	-8	10	-11	21
- CC(=O)Nc1ccc(C2C(=O)c3ccccc3C2=O)cc1
→ 0.0	0.1	10	3	-19	3	-19	-52
- Cc1occc1C(=O)NNC(=S)NC(=O)COc1ccc(Cl)cc1Cl
→ 0.1	0.5	nt	13	-13	2	3	nt
- CC(C)c1nc(SCC(=O)NC2CCCCC2)c2ccccc2n1
→ 0.3	nt	3	-5	-10	3	0	0
- COc1ccc(/C=C/C(=O)Oc2ccc(/C=N\NC(=O)c3ccc(F)cc3)cc2)cc1
→ 0.0	-1.3	12	nt	-12	3	nt	-12
- CC(C)NC(=O)N(C)C[C@@H]1Oc2ccc(NC(=O)NC3CCCCC3)cc2CC(=O)N([C@H](C)CO)C[C@@H]1C
→ -1.1	nt	nt	-1	-6	21	6	-1
- Cc1noc(C)c1NC(=O)N(C)C[C@@H]1OCc2ccccc2-c2c(n(C)c3ccccc23)C(=O)N([C@H](C)CO)C[C@@H]1C
→ 0.1	0.3	4	-2	-5	-6	-3	9
- Cc1cccc(C)c1NC(=O)COC(=O)c1c(C)nn(-c2ccccc2)c1C
→ 0.0	nt	11	0	4	3	nt	-1
- Cc1nnc(NC(=O)c2ccccc2F)s1
→ nt	nt	nt	28	2	-1	2	-27

(list continues)
Every second line gives: Xi reactivation	E-sel inducer	FN deposition inh	esBAF inh	RAD52 inh	S100A4 inh HTS	RAD54 inh	EWS-Fli inh
- COC(=O)c1sccc1NC(=O)Nc1ccc(C)cc1
→ 0.0	nt	-1	44*	3	-1	-6	-15
- O=C(N/N=C/c1cc([N+](=O)[O-])ccc1O)Nc1ccccc1
→ 0.1	0.9	0	nt	-4	1	nt	1
- C[C@H]1CN([C@@H](C)CO)C(=O)c2cc(C3=CCCC3)cnc2O[C@H]1CN(C)Cc1ccccn1
→ -0.4	-0.2	nt	-1	-29	-2	-3	-10
- CC1(C(=O)N2CCCCC2)CCN1C(=O)c1ccccc1CCc1ccccc1 (stereo unspecified)
→ 0.2	0.4	-3	-5	-8	2	-8	-2
- COc1ccc(C(=O)NCCSc2ccc(C)cc2)cc1
→ 0.0	nt	-1	11	nt	nt	-1	nt
- O=C(NCC1CCCO1)c1ccc(CSCc2cccc(F)c2)o1 (stereo unspecified)
→ 0.0	0.3	8	3	0	3	22	1
- C[C@@H]1CN([C@@H](C)CO)C(=O)c2cc(NS(C)(=O)=O)ccc2O[C@@H](C)CCCCO[C@H]1CN(C)S(=O)(=O)c1ccc(Cl)cc1
→ -0.1	-0.1	nt	-3	-20	-7	-7	-16
- Cc1ccc(S(=O)(=O)N(C)C[C@H]2OCCCC[C@H](C)Oc3ccc(NS(=O)(=O)c4ccc(F)cc4)cc3C(=O)N([C@H](C)CO)C[C@@H]2C)cc1
→ -0.1	0.1	-5	-1	8	-18	15	17
- Cc1cc(-c2ccc(Br)cc2)n[nH]1
→ 0.2	-0.8	4	nt	-17	-3	nt	-26
- O=C(Nc1ccc(Cl)c(Cl)c1)N[C@@H]1CC[C@H](CCNC(=O)c2ccc(F)cc2)O[C@H]1CO
→ 0.0	0.0	2	-3	-29	-5	-5	-11
- COc1ccc(CCNc2c3ccccc3nc3ccccc23)cc1OC
→ -0.1	0.0	1	nt	83*	0	100*	28
- COC(=O)[C@]1(S(=O)(=O)c2ccccc2)C[C@@H]2ON=C(c3ccc(OC)cc3)[C@@H]2C1
→ 0.0	-0.3	-6	13	-16	-5	2	-14
- CC(C)CC(NC(=O)c1ccco1)C(=O)Nc1ccc2c(c1)OCCO2 (stereo unspecified)
→ 0.2	0.1	-3	-21	-14	-3	7	10
- CN1C(=O)C(O)(c2nnc(-c3ccccc3)o2)c2ccccc21 (stereo unspecified)
→ -0.1	nt	-3	nt	-12	-7	nt	-16
- O=C(C[C@H]1CC[C@H]2[C@@H](COC[C@H](O)CN2C(=O)c2cnccn2)O1)NCc1ccc(Cl)cc1
→ 0.0	0.3	-7	0	3	-2	-1	-1
- CCCNC(=O)N1C[C@@H](C)[C@H](OC)CN(C)C(=O)c2ccc(NC(=O)C3CCC3)cc2OC[C@@H]1C
→ -0.3	0.3	-5	-4	-21	-2	8	-6
- Cc1cc(C)cc(SCc2noc(C(=O)NC(C)C)c2C(=O)O)c1
→ 0.4	-0.2	6	-10	-23	-6	4	2
- CNC[C@@H]1OCCCC[C@H](C)Oc2ccc(NC(=O)Nc3ccc4c(c3)OCO4)cc2C(=O)N([C@@H](C)CO)C[C@H]1C
→ 4.1	-0.2	nt	-1	-70	24	0	-6
- CC1CCc2nn(CC(=O)NC3CCCC(C)C3C)cc2C1 (stereo unspecified)
→ 0.0	-0.1	-7	6	1	3	1	-1
- Cc1ccc(C(=O)Nc2cccc(S(=O)(=O)N3CCCCC3)c2)cc1S(=O)(=O)N1CCOCC1
→ 0.0	nt	-2	16	-15	-2	0	30
- O=C(NCC(=O)N(c1cccc(F)c1)C(C(=O)NC1CCCC1)c1ccco1)c1ccco1 (stereo unspecified)
→ 0.1	nt	-1	nt	7	-3	nt	8
- CN(Cc1ccccc1)C(=O)CN1C(=O)c2ccccc2C1=O
→ 0.8	nt	-4	-2	0	-1	0	4
- COc1ccc(NC(=O)Nc2ccc3c(c2)CC(=O)N([C@H](C)CO)C[C@H](C)[C@H](CN(C)Cc2ccc(Oc4ccccc4)cc2)O3)cc1
→ -1.1	2.1	nt	2	13	-26	5	18
- O=C(Nc1ccn(CCCNCC2CCCCC2)c(=O)n1)OCc1ccccc1
→ 0.4	-0.5	nt	1	-2	-7	-8	-11
- COc1cc(NC(=O)C2CC2)c(C(=O)O)cc1OC
→ nt	1.1	2	6	nt	nt	-5	nt
- Cc1ccc(C)c(S(=O)(=O)N2CCN(C(=O)c3ccc4ccccc4n3)CC2)c1
→ 0.1	0.5	4	4	0	-9	0	6
- O=C(COc1ccc(F)cc1)Nc1ccc(S(=O)(=O)Nc2ncccn2)cc1
→ 0.1	1.1	nt	-2	-11	-3	6	1
- C[C@H]1CN([C@@H](C)CO)C(=O)Cc2cc(NS(=O)(=O)c3cn(C)cn3)ccc2O[C@H]1CN(C)Cc1ccc(-c2ccccc2)cc1
→ -0.4	1.0	nt	-3	13	-2	nt	-23
- CCc1noc(C)c1C(=O)N1CCCC(CCC(=O)NCc2cccc(OC)c2)C1 (stereo unspecified)
→ -0.1	-0.6	0	4	-9	-4	-5	12
- CC(=O)c1c(O)c2ccccc2n(Cc2ccccc2)c1=O
→ 0.2	0.0	-3	4	-28	0	11	15

Compound profiles, from the list above. Order of values: Xi reactivation | E-sel inducer | FN deposition inh | esBAF inh | RAD52 inh | S100A4 inh HTS | RAD54 inh | EWS-Fli inh
`Cc1cc(C)cc(SCc2noc(C(=O)NC(C)C)c2C(=O)O)c1` is entered as 0.4 | -0.2 | 6 | -10 | -23 | -6 | 4 | 2
`O=C(Nc1ccc(Cl)c(Cl)c1)N[C@@H]1CC[C@H](CCNC(=O)c2ccc(F)cc2)O[C@H]1CO` is entered as 0.0 | 0.0 | 2 | -3 | -29 | -5 | -5 | -11
`CN1C(=O)C(O)(c2nnc(-c3ccccc3)o2)c2ccccc21` (stereo unspecified) is entered as -0.1 | nt | -3 | nt | -12 | -7 | nt | -16

Source: PubChem BioAssay (Broad Institute)

Random draw from the library; any-hit rate near 3%.
